Bioassay records deposited in PubChem by Sanford-Burnham Center for Chemical Genomics.
hIAP activ: human IAP activation; activation factor at 10 µM; P09923; purified human IAP, CDP-Star luminescence, 30 min; stronger effect = higher value; 1 = vehicle-only enzyme, 0 = enzyme-free background; 0.16% of 330,000 active;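 active = activation factor of the enzyme at least 2-fold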; note: the source names both 10 and 20 µM as test concentration; values of inactives mirror those of a sister screen read the other way
Target sequence (P09923 whole entry, looked up): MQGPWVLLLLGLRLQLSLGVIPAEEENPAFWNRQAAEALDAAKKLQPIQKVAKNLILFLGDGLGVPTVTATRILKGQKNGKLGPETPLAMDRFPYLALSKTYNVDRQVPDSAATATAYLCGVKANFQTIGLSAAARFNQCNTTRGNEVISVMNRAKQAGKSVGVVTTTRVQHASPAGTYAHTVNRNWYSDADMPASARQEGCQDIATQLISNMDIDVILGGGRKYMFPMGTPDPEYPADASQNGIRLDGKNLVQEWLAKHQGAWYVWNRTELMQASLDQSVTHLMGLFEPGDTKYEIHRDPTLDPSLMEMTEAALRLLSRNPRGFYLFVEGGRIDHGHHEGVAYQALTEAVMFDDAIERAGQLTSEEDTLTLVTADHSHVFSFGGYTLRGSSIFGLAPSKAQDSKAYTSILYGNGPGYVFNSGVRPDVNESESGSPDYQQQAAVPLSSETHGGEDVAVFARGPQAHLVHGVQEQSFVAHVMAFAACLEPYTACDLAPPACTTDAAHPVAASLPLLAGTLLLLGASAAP
A3G deaminase: blocks human APOBEC3G single-stranded DNA deamination; Q9HC16; recombinant A3G, ssDNA deamination FAM/TAMRA fluorescence; inhibition, % at 20 µM; 0.28% of 330,000 active; AID 493012;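 active = inhibition of at least 40% at 20 µM, with no more than 30% in the related APOBEC3A deaminase screen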;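 note: plate controls were DMSO wells with A3G for no effect and wells lacking A3G enzyme for full effect; some compounds called inactive have numbers as strong as hits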
MIN6 prolif: induces beta-cell replication in MIN6 cells; MIN6 cells proliferation, ATPlite luminescence, 48 h; cells starved in 0.2% serum; 100% = growth in 10% serum; proliferation, % at 10 µM; 0.29% of 330,000 active; AID 2380;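 active = compounds whose signal lies at least 3.5 SD above the mean of all wells on their plate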;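 note: 0% = DMSO-treated cells in low-serum medium and 100% = 10% serum control; some compounds called inactive have numbers as strong as hits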
mIAP inh: blocks mouse intestinal alkaline phosphatase; purified mouse IAP, CDP-Star luminescence, 30 min; inhibition, % at 10 µM; 0.2% of 330,000 active; AID 2806;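 active = inhibition of at least 40% at 10 µM in the primary screen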;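 note: plate controls were DMSO with enzyme for no effect and no enzyme wells for full effect; values of inactives mirror those of a sister screen read the other way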
hIAP inh: human IAP inhibition; P09923; purified IAP, CDP-Star luminescence, 30 min; inhibition, % at 10 µM; 0.12% of 330,000 active;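 active = inhibition reaching a set limit with compound at 10 µM in the primary screen, cut at about 35% in these data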;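 note: plate controls were DMSO wells with enzyme for no effect and no-enzyme buffer wells for full effect; values of inactives mirror those of a sister screen read the other way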
APOBEC3A inh: human APOBEC3A DNA deaminase inhibition | P31941 | recombinant A3A, FAM/TAMRA ssDNA deamination fluorescence | inhibition, % at 20 µM | 0.41% of 330,000 active;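 active = at least 40% inhibition at 20 µM here, with at most 30% in a related deaminase screen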;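 note: plate controls were A3A with DMSO for no effect and wells lacking A3A enzyme for full effect; some results filed as inactive read as strong as hits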
Target sequence (P31941 whole entry, looked up): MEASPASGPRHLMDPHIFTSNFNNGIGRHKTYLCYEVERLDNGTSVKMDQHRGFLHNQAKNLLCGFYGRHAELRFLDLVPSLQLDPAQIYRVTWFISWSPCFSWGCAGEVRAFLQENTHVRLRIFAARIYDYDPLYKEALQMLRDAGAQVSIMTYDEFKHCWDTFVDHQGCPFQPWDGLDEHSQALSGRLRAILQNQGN
mIAP activ: increases mouse intestinal alkaline phosphatase activity; muIAP, CDP-Star luminescence, 30 min; stronger effect = higher value; 1 = vehicle-only enzyme signal, 0 = enzyme-free wells; activation factor at 10 µM; 0.24% of 330,000 active;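 active = activation factor of at least 2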; note: the source names both 10 and 20 µM as test concentration; values of inactives mirror those of a sister screen read the other way
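also added = chemiluminescent substrate CDP-Star | test system = mouse IAP enzyme | signal = chemiluminescence readout | compound = DMSO-dissolved test compounds | incubation = 30 min at room temperature | benchmarks = DMSO wells, no-enzyme wells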
ATG4B inh: inhibitors of human ATG4B cysteine protease; AID 504462; Q9Y4P1; inhibition, % at 8.33 µM; ATG4B cleavage of LC3-PLA2, NBD-HPC fluorescence, 1 h; 0.51% of 340,000 active; in the data active = inhibition above about 40%
MPTP block: inhibitors of mitochondrial permeability transition pore; isolated mouse mitochondria, Ca2+ swelling absorbance, 30 min; inhibition, % at 10 µM; 1.4% of 360,000 active; AID 602449;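 active = inhibition of 50% or more, scaled per plate between neutral and stimulator controls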;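 note: 0% = DMSO wells given calcium and 100% = 1 mM EGTA wells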
Starred values were filed as active, the others as inactive.

#1 Cc1cc2[nH]c(=O)c(=O)[nH]c2cc1S(=O)(=O)N1CCN(c2ccccc2)CC1
#2 c1ccc2c(c1)C(=NCC1CCCO1)NC2=NCC1CCCO1 (configuration not stated)
#3 CC(=O)c1ccc(OCC(=O)Nc2c(C)nn(-c3ccccc3)c2C)cc1
#4 Cc1ccc(CNS(=O)(=O)NCc2ccccc2)cc1
#5 CC(C)(C)C1CCC(C(=O)Nc2ccccc2N2CCOCC2)CC1 (configuration not stated)
#6 COc1ccc(C(=O)OCC(=O)c2ccc[nH]2)cc1
#7 CC(Oc1ccccc1F)C(=O)NNC(=O)c1cccc(S(=O)(=O)N2CCN(C)CC2)c1 (configuration not stated)
#8 COc1ccc(CCCC(=O)NCCc2ccccc2)cc1

entry no.	1	2	3	4	5	6	7	8
A3G deaminase	-12	-1	-2	4	5	-7	4	-4
hIAP inh	0	3	14	10	1	-9	-10	-1
hIAP activ	1	0.97	0.86	0.9	0.99	1.1	1.1	1
mIAP activ	0.92	0.99	0.95	1	0.97	0.97	1.1	1
APOBEC3A inh	0	0	5	5	4	-3	0	4
MPTP block	-0.4	-0.7	-3.4	-1.3	0.7	0.6	1.8	0.8
mIAP inh	8	1	5	-4	3	3	-10	-4
MIN6 prolif	0	-3	-4	-2	-5	6	-3	-2
ATG4B inh	6	-7	-9	-2	6	0	-4	0

#9 Cc1oc2ccccc2c1CC(=O)NCCCN(C)C
#10 O=C(OCCOc1ccccc1Cl)c1ccc(-n2cnnn2)cc1
#11 COC(=O)C1=CN(CCCN2CCCC2=O)C=C(C(=O)OC)C1c1cccs1
#12 O=C(NCCC1=CCCCC1)C(=O)NCCc1ccc(Cl)cc1
#13 O=C(c1ccc(C#Cc2ccccc2)o1)N1CCN(c2ccccn2)CC1
#14 N#Cc1cccc(NC(=O)CCNC(=O)c2ccccc2Cl)c1
#15 COCCN(C(=O)COC(=O)/C=C/c1ccc(OC)c(OC)c1)c1c(N)n(Cc2ccccc2)c(=O)[nH]c1=O
#16 COc1ccc(Cl)cc1Nc1nc(C)cc(=O)[nH]1

entry no.	9	10	11	12	13	14	15	16
A3G deaminase	-6	1	1	2	-5	-7	-9	-3
hIAP inh	-16	4	-2	3	3	1	-16	-6
hIAP activ	1.2	0.96	1	0.97	0.97	0.99	1.2	1.1
mIAP activ	1	1	0.97	0.94	0.93	0.95	1	1.1
APOBEC3A inh	-2	0	-4	2	1	-5	-1	1
MPTP block	0.8	2.8	-0.6	-0.5	1.2	-0.2	-0.8	-0.6
mIAP inh	-5	0	3	6	8	5	-3	-6
MIN6 prolif	-1	0	0	-3	-3	-5	1	-3
ATG4B inh	-12	-8	0	5	7	5	0	-4

#17 Cc1ccc2nc3n(c(=O)c2c1)CCC3
#18 COc1ccc(C(=O)CSc2nnc(CNc3nc(-c4ccccc4)cs3)n2C)cc1
#19 Cc1ccccc1C(=O)N1N=C(c2ccc(NS(C)(=O)=O)cc2)CC1c1cccs1 (configuration not stated)
#20 Cc1ccc(C2CCN(C(=S)NC3CCCCC3)C2)cc1 (configuration not stated)
#21 CCOc1ccc(C(C(=O)NCC2CCCO2)N(C(=O)c2snc(C(N)=O)c2N)c2ccccc2F)cc1 (configuration not stated)
#22 Cn1c(CCc2nc3ccccc3[nH]2)n[nH]c1=S
#23 Cc1ccc(-n2cnc3cc(NCc4cccs4)ccc32)cc1
#24 Cc1cccc(N(Cc2cc3ccccc3[nH]c2=O)S(=O)(=O)c2ccccc2)c1

entry no.	17	18	19	20	21	22	23	24
A3G deaminase	-11	-9	-2	-6	-9	-4	-8	-3
hIAP inh	7	9	21	-14	5	-17	-3	5
hIAP activ	0.93	0.91	0.79	1.1	0.95	1.2	1	0.95
mIAP activ	0.99	0.92	1	1	1	0.92	0.98	0.96
APOBEC3A inh	-4	-5	0	2	-4	-6	-4	-2
MPTP block	-0.2	0.2	1.2	8.6	2.9	-2.2	-0.5	1.6
mIAP inh	1	8	-2	-2	-1	8	2	4
MIN6 prolif	1	0	3	-3	-1	-2	-2	0
ATG4B inh	1	-14	17	27	2	-2	17	-2

An excerpt of these results, in markdown:
| No. | mol | A3G deaminase | hIAP inh | hIAP activ | mIAP activ | APOBEC3A inh | MPTP block | mIAP inh | MIN6 prolif | ATG4B inh |
| --- | --- | --- | --- | --- | --- | --- | --- | --- | --- | --- |
| 15 | COCCN(C(=O)COC(=O)/C=C/c1ccc(OC)c(OC)c1)c1c(N)n(Cc2ccccc2)c(=O)[nH]c1=O | -9 | -16 | 1.2 | 1 | -1 | -0.8 | -3 | 1 | 0 |
| 16 | COc1ccc(Cl)cc1Nc1nc(C)cc(=O)[nH]1 | -3 | -6 | 1.1 | 1.1 | 1 | -0.6 | -6 | -3 | -4 |
| 17 | Cc1ccc2nc3n(c(=O)c2c1)CCC3 | -11 | 7 | 0.93 | 0.99 | -4 | -0.2 | 1 | 1 | 1 |
| 18 | COc1ccc(C(=O)CSc2nnc(CNc3nc(-c4ccccc4)cs3)n2C)cc1 | -9 | 9 | 0.91 | 0.92 | -5 | 0.2 | 8 | 0 | -14 |
| 19 | Cc1ccccc1C(=O)N1N=C(c2ccc(NS(C)(=O)=O)cc2)CC1c1cccs1 (configuration not stated) | -2 | 21 | 0.79 | 1 | 0 | 1.2 | -2 | 3 | 17 |
| 20 | Cc1ccc(C2CCN(C(=S)NC3CCCCC3)C2)cc1 (configuration not stated) | -6 | -14 | 1.1 | 1 | 2 | 8.6 | -2 | -3 | 27 |
| 21 | CCOc1ccc(C(C(=O)NCC2CCCO2)N(C(=O)c2snc(C(N)=O)c2N)c2ccccc2F)cc1 (configuration not stated) | -9 | 5 | 0.95 | 1 | -4 | 2.9 | -1 | -1 | 2 |
| 22 | Cn1c(CCc2nc3ccccc3[nH]2)n[nH]c1=S | -4 | -17 | 1.2 | 0.92 | -6 | -2.2 | 8 | -2 | -2 |

(more compounds)
#25 O=C(NCC(c1cccs1)N1CCOCC1)c1ccccc1NS(=O)(=O)c1cccc([N+](=O)[O-])c1 (configuration not stated)
#26 COCC1CCN(C(=O)c2cc(COc3ccc4c(c3)CCCC4)on2)C1 (configuration not stated)
#27 Cc1ccc(/C=C/C(=O)NCC2COc3ccccc3O2)o1 (configuration not stated)
#28 Cc1ccc(NC(=O)CSc2nc(O)c(Cc3ccccc3)c(=O)n2-c2ccccc2)cc1
#29 Cc1cccc(-n2ncc3c(NCCCO)ncnc32)c1
#30 COC(=O)Nc1ccc(S(=O)(=O)N2CCN(c3ccc(F)cc3)CC2)cc1
#31 Cc1ccnc(NC(=O)c2cccc(S(=O)(=O)N3CCCc4ccccc43)c2)c1
#32 Cc1nnc(SCC(=O)NC(=O)NCc2ccco2)n1Cc1ccccc1

entry no.	25	26	27	28	29	30	31	32
A3G deaminase	3	-3	-6	-8	1	-4	0	19
hIAP inh	-10	-10	5	-9	6	-8	-12	-3
hIAP activ	1.1	1.1	0.95	1.1	0.94	1.1	1.1	1
mIAP activ	0.96	1	0.94	1	1.1	1.1	1	0.96
APOBEC3A inh	3	-6	-2	1	2	-4	0	18
MPTP block	27	0.1	4.8	1.3	-2.3	4.1	-0.4	0.7
mIAP inh	4	-3	6	-1	-8	-5	-5	4
MIN6 prolif	-1	-3	-5	-4	-3	-3	-5	-2
ATG4B inh	0	3	-6	-12	-7	-11	-5	-1

#33 Cc1ncoc1C(=O)N1CCCC(C(=O)c2ccc(Oc3ccccc3)cc2)C1 (configuration not stated)
#34 COc1ccccc1C1CC(c2ccc(Br)cc2)=NN1C(=O)c1cccnc1 (configuration not stated)
#35 O=C(CN1CCOCC1)Nc1nc2ccc([N+](=O)[O-])cc2s1
#36 O=C(N/N=C/c1ccccc1C(=O)O)c1cccc(S(=O)(=O)N2CCOCC2)c1
#37 C[C@H](CO)N1C[C@H](C)[C@@H](CN(C)C)Oc2c(NS(=O)(=O)c3ccc(F)cc3)cccc2C1=O
#38 Cc1ccc(C(=O)N=c2sccn2C)cc1C
#39 CCOc1ccc(Br)cc1S(=O)(=O)Nc1ccc(S(=O)(=O)Nc2cc(C)on2)cc1
#40 Cc1[nH][nH]c(=O)c1C(c1ccc(O)c(Br)c1)c1c(C)[nH][nH]c1=O

entry no.	33	34	35	36	37	38	39	40
A3G deaminase	-5	2	-6	-5	1	-4	-4	-8
hIAP inh	11	7	-1	10	0	-10	-4	8
hIAP activ	0.89	0.93	1	0.9	1	1.1	1	0.92
mIAP activ	0.93	0.89	1.1	0.99	1.1	0.94	0.97	0.93
APOBEC3A inh	0	6	-2	-1	0	-6	2	-7
MPTP block	1.9	-0.5	4.8	-1.5	0.3	0.1	-0.9	0.8
mIAP inh	7	11	-7	1	-10	6	3	7
MIN6 prolif	-2	-1	-3	-5	1	-3	-1	-1
ATG4B inh	-10	-11	-2	0	4	5	-1	2

#41 O=C(c1nc2nc(-c3ccccc3)cc(C(F)(F)F)n2n1)N1CCCCC1
#42 Cc1ccc(C)c(SCC(=O)OCC(=O)Nc2ncc(C(F)(F)F)cc2Cl)c1
#43 O=C(O)c1cc(S(=O)(=O)Nc2ccc3c(c2)OCCO3)c(Cl)cc1Cl
#44 CC1C(=O)OC(c2ccc(Cl)cc2)C(C)(C)C1=O (configuration not stated)
#45 COCc1cc(=O)[nH]c(SCC(=O)N2CCOCC2)n1
#46 O=C(C1CCOCC1)N1CCC(CO)(CCc2ccccc2)CC1
#47 COc1ccc(/C=N/NC(=O)c2ccccc2O)cc1Cn1nnc2ccccc21
#48 CCN(C(=O)CSc1nc(C)nc2sc(C)c(C)c12)c1ccc(F)cc1
#49 O=C(CN1CCN(S(=O)(=O)c2ccc3ccccc3c2)CC1)Nc1ccc2c(c1)CCC2

entry no.	41	42	43	44	45	46	47	48	49
A3G deaminase	-3	-4	-3	-7	-8	-3	-4	-4	-14
hIAP inh	-7	14	10	4	6	-7	-8	16	-104
hIAP activ	1.1	0.85	0.9	0.96	0.94	1.1	1.1	0.84	2*
mIAP activ	0.98	0.97	0.92	0.99	0.94	0.97	0.97	0.91	0.83
APOBEC3A inh	2	-1	0	-3	-1	-3	1	-3	-5
MPTP block	1.8	1.6	-1.8	-0.1	0.1	0.8	1.8	0.5	1.3
mIAP inh	2	3	8	1	6	3	3	9	17
MIN6 prolif	-2	1	-1	-1	-4	-4	2	3	0
ATG4B inh	6	4	2	-2	-9	8	-4	4	-2
